RORg inh = blocks mouse ROR gamma transcriptional activity; Drosophila S2 Gal4-RORgamma UAS-luciferase reporter, 20 h; Potency, µM (series often up to 53.6 µM), inactives show top-dose activity change, negative = inhibition, usual class: inhibitors; 310,000 compounds, 5.4% hits; AID 2551; also: nearly all actives have a fitted effect of over 60% in size
Target sequence (P51450 whole entry, looked up, the tested form may be a part): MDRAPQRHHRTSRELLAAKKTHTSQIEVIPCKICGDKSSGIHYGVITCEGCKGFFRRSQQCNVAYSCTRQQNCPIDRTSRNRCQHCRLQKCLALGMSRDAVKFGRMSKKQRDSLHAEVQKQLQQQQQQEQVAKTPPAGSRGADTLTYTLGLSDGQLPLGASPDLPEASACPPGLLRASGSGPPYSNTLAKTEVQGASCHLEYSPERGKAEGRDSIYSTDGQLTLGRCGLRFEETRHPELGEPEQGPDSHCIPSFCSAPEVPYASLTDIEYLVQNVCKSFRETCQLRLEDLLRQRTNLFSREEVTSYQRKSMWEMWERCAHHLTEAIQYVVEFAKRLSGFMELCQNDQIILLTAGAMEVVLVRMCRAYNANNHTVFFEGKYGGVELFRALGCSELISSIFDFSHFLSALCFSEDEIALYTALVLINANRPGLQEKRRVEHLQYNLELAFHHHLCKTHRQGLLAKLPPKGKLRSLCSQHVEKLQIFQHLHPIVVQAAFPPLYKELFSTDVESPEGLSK
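Compounds are pin-transferred onto Drosophila Schneider cells expressing a copper-inducible Gal4–ROR gamma transactivation domain fusion. After 1 hr, copper sulfate is added to 700 uM final; luciferase is read 20 hr later.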
Gal4-VP16 FLuc = counter-screen for ROR gamma inhibitors: Gal4-VP16 reporter | Drosophila S2 Gal4-VP16 UAS-luciferase, luminescence, 20 h | Potency, µM (series often up to 53.6 µM), for inactives: top-dose activity, negative = inhibition, hits mostly inhibitors | 310,000 compounds, 3.5% hits | AID 2546;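 also: Gal4-VP16 expression switched on by copper sulfate through the metallothionein promoter; nearly all actives have a fitted effect of over 50% in size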
Numbers without * were called inactive; ? = inconclusive; & = joins results of further samples; [ ] = another dose, or the depositor's remark. Calls follow the shape of the dose curve; as a rule, active = well fitted curve in the direction sought with a large enough effect; inconclusive = small, poorly fitted or top-dose-only effect, or another doubt; inactive = no such curve, though single readings can be large; an effect the other way counts as inactive or inconclusive. % is scaled to controls: 0 for no effect and ±100 for the full control effect; potency is read from the fitted curve at half-maximal effect.

SMILES	RORg inh	Gal4-VP16 FLuc
O=C1[C@@H]2[C@H]3[C@H](O)[C@H](O)C/C(=N/OC[C@@H](O)COCc4ccco4)[C@H]3CC[C@H]2C(=O)N1c1ccc(F)cc1F	-4%[10 µM]	-13%[10 µM]
CC(=O)OC[C@H]1O[C@@H](O/N=C(\C)CCN2CCCc3nc(C)c(C)cc32)[C@H](OC(C)=O)[C@@H](OC(C)=O)[C@H]1OC(C)=O	-1%[10 µM]	-3%[10 µM]
Fc1ccc(Nc2nc(-c3cccnc3)nc3ccccc23)cc1	-28%	-4%
CN(C)CC[C@@](O)(c1ccccc1)c1ccccc1Cl	9%	-9%
CCC1=C2CC[C@H]3C(=O)N(c4ccccc4)C(=O)[C@H]3[C@H]2[C@@]2(Cc3ccccc3)C(=O)N(CC(=O)OC)C(=O)N2C1=O	19%	-4%
CC(S)C(=O)NCC(=O)O (stereo not drawn)	-10%	-2%
CC(=O)Nc1c(I)cc(I)c(C(=O)O)c1I	-11%	3%
COc1ccc(C2/C=C\CN(C(=O)c3ccc(C)cc3)C(C)C(=O)N2Cc2ccc(F)cc2)cc1 (stereo not drawn)	28%	-18%
NCCNC(=O)c1ccc(Cl)cc1	4%	4%
COC(=O)CNC(=O)[C@@]1(C)C=C[C@@H](Cc2ccccc2)N1C(=O)OC	-33%	9%
Cc1noc(C)c1C(=O)N1CCC2(CC1)CN(c1ccccn1)C2	8%	-5%
Cc1cnc(CNc2cc(-c3ccc4c(c3)OCO4)ncn2)cn1	34%	-7%
COC(=O)[C@@]1(Cc2ccccc2)[C@H]2c3cc(C(=O)N4CCCC4)n(CC4CC4)c3C[C@H]2CN1C(=O)c1ccccc1	12%	-4%
O=C(Oc1ccccc1)N1CCC2(CC1)CN(c1ccccn1)C2	31%	-4%
CC(=O)OCC1=C(C(=O)O)N2C(=O)C(NC(=O)Cc3cccs3)C2SC1 (stereo not drawn)	4%	15%
CCC1CC=CC2C1C(=O)N(Cc1ccccc1)C2c1ccc(OC)c(Cl)c1 (stereo not drawn)	25%	?
CC[C@H]1C(c2ccccc2)=NN(c2ccccc2)[C@@H]1CO	-14%	?
COc1ccccc1CCn1c(=O)c(-c2cccc(Cl)c2)nc2cncnc21	-34%	-5%
CC(C)=CCC/C(C)=C/CO/N=C1/C[C@@H](O)[C@@H](O)[C@@H]2[C@@H]3C(=O)N(c4cccc(Oc5ccccc5)c4)C(=O)[C@H]3CC[C@@H]12	22%[10 µM]	-3%[10 µM]
CCC1=C2CC[C@H]3C(=O)N(CC(=O)OC)C(=O)[C@H]3[C@H]2[C@@]2(C)C(=O)N(CC3CC3)C(=O)N2C1=O	-22%	-17%
O=c1c(-c2cc(F)cc(F)c2)nc2cnc(Nc3ccccc3)nc2n1C[C@H]1CCCO1	-9%	0%
COc1cccc(C2=Nn3c(nnc3-c3cc(OC)cc(OC)c3)SC2)c1	-8%	-7%
Cc1cccc(C)c1[N+](=O)[O-]	13%	2%
COc1ccc(NC(=O)N2CCC3(CC2)CCN(C(=O)c2cccn2C)CC3)cc1	2%	0%
CCCCC/C=C\C/C=C\C/C=C\C/C=C\CCCC(=O)C(F)(F)F	22%	-3%
COc1ccc(Oc2ncc3nc(-c4ccc(OC)cc4)c(=O)n(C4CC4)c3n2)cc1	-34%	-7%
COc1ccccc1CNc1ncncc1-c1ccccc1C	-33%	-21%
COc1ccccc1-c1nnc2n1N=C(c1c(OC)cccc1OC)CS2	-6%	1%
OC[C@H]1NC[C@@H](O)[C@@H](O)[C@@H]1O	-1%	-23%
O=S(=O)(c1ccccc1)N1CCC2(CCN(c3cccc(-c4ccccc4)c3)CC2)CC1	6%	-13%
Cc1cccc(C)c1NC(=O)NC1=CCCN1C	6%	2%
CN(C)c1ccc(-c2cncnc2N(C)Cc2ccco2)cc1	-43%	5%
CN(C)c1ncc2nc(-c3ccc(Cl)cc3)c(=O)n(C3CC3)c2n1	25%	26%
Nc1nc(/C(=C/CC(=O)O)C(=O)NC2C(=O)N3C(C(=O)O)=CCSC23)cs1 (stereo not drawn)	9%	2%
COC(=O)NC(c1ccccc1)[C@]1(C(C)=O)CCCC1=O (stereo partly drawn)	9%[10 µM]	0%[10 µM]
Cn1cccc1C(=O)N1CCC2(CCCN(C(=O)Nc3ccccc3)C2)CC1	2%	-5%
CCCCCCCCCCCCCCCC(=O)N[C@@H](COP(=O)(O)O)C(=O)O	-5%&11%	-1%&-11%
COc1ccc(-c2nnc3n2N=C(c2ccccc2OC)CS3)cc1OC	42%	?
COc1ccc(C2=Nn3c(nnc3-c3ccccc3C)SC2)cc1	19%	3%
NC(Cc1ccc(O)c(O)c1)C(=O)O (stereo not drawn)	-37%	-11%
CCCCC1=CC2=C(OC(C)=O)C(=O)C(C)(OC(=O)C3CCCC3)C(=O)C2=CO1 (stereo not drawn)	9%	-2%
CN1CCN(c2ncc3nc(-c4cn(C)c5ccccc45)c(=O)n(Cc4cccs4)c3n2)CC1	-11%	?
COC(=O)c1ccc(C=O)cc1	-3%	-21%
CCCCNc1nc(C)nc2c1nc(-c1ccccc1)n2CC1CCN(C)CC1	-11%	-5%
Cc1noc(C)c1-c1ccc2ncnc(NCCN3CCOCC3)c2c1	?	28%
C=C1c2cccc(C(F)(F)F)c2O[C@H](C(=O)OCC)C1OC (mixture of isomers)	-1%	0%
CCCNC(=O)OC[C@@H]1O[C@H](CCO/N=C\c2ccc(C(=O)N3[C@H](c4ccc(C)cc4)[C@@H](C)CC[C@H]3C(=O)OC)cc2)C=C[C@@H]1Oc1ccc(OC)cc1	1%[10 µM]	-6%[10 µM]
CC(C)=C1C(=O)C(c2ccccc2)=C2CN3C(=O)N(CCc4ccccc4)C(=O)[C@]3(C)[C@H]21	-1%	3%
COc1ccc(-c2nc3cnc(OC)nc3n(-c3ccccc3)c2=O)cc1	4%	-5%
CC(C)[C@@H](CC(=O)N[C@@H]1CCNC[C@H]1C(=O)N[C@H](CC(=O)N[C@@H](CCC(=O)O)CC(=O)O)Cc1c[nH]c2ccccc12)NC(=O)C[C@H](Cc1ccccc1)NC(=O)[C@@H]1CCCC[C@H]1N	13%	-3%

Reformatted: entries from further up
COc1ccc(NC(=O)N2CCC3(CC2)CCN(C(=O)c2cccn2C)CC3)cc1
- RORg inh: 2%
- Gal4-VP16 FLuc: 0%
CCCCC/C=C\C/C=C\C/C=C\C/C=C\CCCC(=O)C(F)(F)F
- RORg inh: 22%
- Gal4-VP16 FLuc: -3%
COc1ccc(Oc2ncc3nc(-c4ccc(OC)cc4)c(=O)n(C4CC4)c3n2)cc1
- RORg inh: -34%
- Gal4-VP16 FLuc: -7%
COc1ccccc1CNc1ncncc1-c1ccccc1C
- RORg inh: -33%
- Gal4-VP16 FLuc: -21%

Some of the entries so far, with values under each structure.
The line under a structure holds: RORg inh	Gal4-VP16 FLuc
- CC(C)=C1C(=O)C(c2ccccc2)=C2CN3C(=O)N(CCc4ccccc4)C(=O)[C@]3(C)[C@H]21
  -1%	3%
- CN(C)c1ccc(-c2cncnc2N(C)Cc2ccco2)cc1
  -43%	5%

Going on with the list:
SMILES	RORg inh	Gal4-VP16 FLuc
O=S1(=O)C2CC3C=CC2(O3)C(O)C(Cc2ccccc2)N1Cc1cccc(F)c1 (stereo not drawn)	12%	-6%
CCCCC(CC)C/C=C1\CC(C(=O)OCC)Oc2ccccc21 (stereo not drawn) (tested in a mixture with another compound)	1.6µM*	29%
COc1ccc(-n2c(=O)c(C)nc3cnc(Nc4cccc(OC)c4)nc32)cc1	26%	-2%
OCC1=CC[N+]2(Cc3ccccc3)CCC(O)[C@@H]12 (stereo partly drawn)	2%	-6%
C[N+]12CCCC[C@@H]1CCC(=C(c1cccs1)c1cccs1)C2 (stereo partly drawn)	31%	-2%
CCC(=O)/C=C/C1C(C)=CCCC1(C)C (stereo not drawn)	-10%	-8%
C/C(CCN1CCc2nc(-c3ccccc3)c(-c3ccccc3)cc2C1)=N\O[C@@H](C)c1cn([C@@H]2COC[C@@H]2O)nn1	19%[10 µM]	9%[10 µM]
CC[C@H](C)[C@H](NC(=O)[C@H](C)NC(=O)[C@@H](N)C(C)C)C(=O)N[C@H](C(=O)N[C@H](C(=O)N[C@@H](CC(C)C)C(=O)N[C@H](C(=O)N[C@@H](CCCCN)C(=O)O)C(C)C)C(C)C)[C@@H](C)O	0%	-11%
CCCC(=O)Nc1ncnc2c1ncn2[C@@H]1O[C@H]2COP(=O)(O)O[C@@H]2[C@@H]1OC(=O)CCC	-7%[16.9 µM]	0%[17 µM]
c1csc(CNc2nc(-c3ccc4c(c3)OCO4)nc3ccccc23)c1	-16%	?
CC(C)CO/N=C1/[C@H]2O[C@@H]2[C@@H](O)[C@H]2[C@H]1CCn1c(=O)n(Cc3cc4c(cc3Cl)OCO4)c(=O)n12	17%[10 µM]	-7%[10 µM]
CCCCC/C=C\C/C=C\C/C=C\CCCCCCC(=O)NC(C)C(=O)O (stereo not drawn)	4%	0%
COc1ccc(C2CC(c3ccccc3)Oc3c(C)ccc(C(C)C)c32)cc1 (stereo not drawn)	-1%&14%	3%&-3%
COc1cccc(Nc2ncc3nc(-c4cccs4)c(=O)n(Cc4cccs4)c3n2)c1	-2%	-7%
CC(C)(C)NCC(O)COc1ccc(NC(=O)NC2CCCCC2)cc1 (stereo not drawn)	-6%	4%
COc1ccc(NC(=O)N2CC3(CCN(C(=O)c4c(C)noc4C)CC3)C2)cc1	-6%	5%
COC(=O)c1ccc(C(NC(=O)OCc2ccccc2)/C(C)=C/[C@@H](C)C(=O)NCc2nn(-c3ccccc3)nc2C)cc1 (stereo partly drawn)	33%	7%
C#CCCCO/N=C1/C[C@@H](O)[C@@H](O)[C@@H]2[C@@H]3C(=O)N(Cc4ccc5c(c4)OCO5)C(=O)[C@H]3CC[C@@H]12	2%[10 µM]	-4%[10 µM]
Cc1ccc2oc(=O)c3c4cc(O)c(O)cc4oc3c2c1	?	-15%
CN(C)CCCCSC(=N)N	11%	0%
CC(C)NC[C@H](O)c1ccc(NS(C)(=O)=O)cc1	-10%	1%
CO/N=C(\C(=O)N[C@@H]1C(=O)N2C(C(=O)[O-])=C(C[N+]3(C)CCCC3)CS[C@@H]12)c1csc(N)n1	9%[16.9 µM]	9%[17 µM]
O=c1c(-c2ccc(F)cc2)nc2cnc(N3CCOCC3)nc2n1CCc1ccccc1	-12%	1%
O=C(CCN1CCCCC1)Nc1ccc2c(c1)C(=O)c1ccc(NC(=O)CCN3CCCCC3)cc1C2=O	-25%	-13%
COCCNc1cc(-c2ccccc2CN(C)C)ncn1	0%	14%

Random excerpt: 2 entries already listed, in no set order.
SMILES	RORg inh	Gal4-VP16 FLuc
CO/N=C(\C(=O)N[C@@H]1C(=O)N2C(C(=O)[O-])=C(C[N+]3(C)CCCC3)CS[C@@H]12)c1csc(N)n1	9%[16.9 µM]	9%[17 µM]
c1csc(CNc2nc(-c3ccc4c(c3)OCO4)nc3ccccc23)c1	-16%	?

Next compounds
SMILES	RORg inh	Gal4-VP16 FLuc
COC(=O)C(C(=O)OC)C1O[C@@]23COCCC2(C)C3c2ccccc21 (stereo partly drawn)	22%[10 µM]	-3%[10 µM]
COc1cccc([C@@H]2Oc3ccc(OC)cc3C[C@H]2O)c1	36%	4%
COCCn1c(=O)c(-c2ccc(Cl)cc2)nc2cnc(OCc3ccccc3)nc21	-21%	3%
COC(=O)CNC(=O)C1(C)C=CC2(CCCCC2)N1C(C)=O (stereo not drawn)	-2%	-1%
COc1ccccc1CNc1ncnc2ccc(-c3ccoc3)cc12	-39%	-2%
CC1CC(OC(=O)C(O)c2ccccc2)CC(C)(C)C1 (stereo not drawn)	13%	-25%
CN1CCC(OC(=O)C(Oc2ccc(Cl)cc2)Oc2ccc(Cl)cc2)CC1	7%	2%
COc1ccc2[nH]cc(CCNc3ncncc3-c3ccc4c(c3)OCO4)c2c1	33%	?
CCCC[C@H]1CCCO[C@@](C(=O)NCc2cc(C)n(C)n2)(C(F)(F)F)C1	-7%	-9%
CC(=O)N1CCC2(CCCN(c3ccccn3)C2)CC1	-11%	7%
O=c1c2ccccc2oc2ccccc12	-35%	-1%
COC(=O)N1CCC2(CC1)CCN(c1ncccn1)CC2	-2%	13%
COC(=O)[C@@]1(Cc2ccccc2)[C@H]2c3cc(C(=O)N4CCCC4)n(Cc4c(CO)[nH]cc(C)c4=O)c3C[C@H]2CN1C(=O)c1ccccc1	43%	2%
O=C1CCCCC2CCCCN12 (stereo not drawn)	26%[96.6 µM]	11%[96.6 µM]
CC(C)c1ccc2c(c1)CCC1C(C)(C(N)=O)CCCC21C (stereo not drawn)	2%	0%
C=CCC(C)(O)c1cccc(Br)c1 (stereo not drawn)	13%	-10%
CO[C@@H]1C[C@H](O[C@H]2[C@@H](C)[C@H](O[C@@H]3O[C@@H](C)C[C@@H](N(C)C)[C@@H]3OC(C)=O)[C@H](C)C[C@]3(CO3)C(=O)[C@H](C)[C@H](OC(C)=O)[C@H](C)[C@H](C)OC(=O)[C@@H]2C)O[C@H](C)[C@@H]1OC(C)=O	14%[2.98 µM]	-1%[17 µM]

Only part of the results is shown, so the mix of outcomes need not match the whole.
